Screening data (PubChem BioAssay)
OX1R antag-1 – antagonists of human orexin 1 receptor (OX1R); O43613; OX1R-expressing cells, FRET antagonist read-out; inhibition, % at 6.6 µM; 1.8% of 330,000 active; AID 485270; in the data active means inhibition mostly above about 38%, no sharp cut-off; inactive means mostly below about 40%;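 further: 0% = agonist challenge alone and 100% = reference antagonist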
Target sequence (O43613 whole entry, looked up): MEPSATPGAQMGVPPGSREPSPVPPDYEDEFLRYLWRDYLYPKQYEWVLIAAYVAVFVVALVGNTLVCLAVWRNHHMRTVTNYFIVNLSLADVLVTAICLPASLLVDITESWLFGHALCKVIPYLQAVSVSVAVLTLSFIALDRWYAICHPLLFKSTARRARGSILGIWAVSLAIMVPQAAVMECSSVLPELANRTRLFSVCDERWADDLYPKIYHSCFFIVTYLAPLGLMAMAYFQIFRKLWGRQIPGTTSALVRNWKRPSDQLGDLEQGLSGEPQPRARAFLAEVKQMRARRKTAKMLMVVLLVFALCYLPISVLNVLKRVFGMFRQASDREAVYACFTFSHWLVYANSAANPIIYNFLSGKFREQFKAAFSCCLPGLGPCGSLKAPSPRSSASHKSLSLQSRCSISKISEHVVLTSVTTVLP
OX1R antag-2 – blocks the human orexin 1 receptor; inhibition, % at 5 µM; AID 434989; 0.43% of 330,000 active; O43613; CHO/OX1R cells, Fluo-8 calcium fluorescence, orexin A;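 active means inhibition above its plate's threshold, mean inhibition of all tested compounds on the plate plus 3 SD, cut at about 37% in these data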;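 further: 0% = orexin A challenge wells and 100% = SB-334867-A antagonist wells; not every result past the cut was called active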
* marks the source's active call; other numbers are inactive results.

1) CCOC(=O)c1ccc(NC(=O)NCCc2ccccc2OC)cc1
2) CCOc1ccccc1N1CC(C(=O)NNC(=O)c2cc(OC)c(OC)c(OC)c2)CC1=O (configuration not stated)
3) COC(=O)CCC(=O)NNC(=O)c1ccc([N+](=O)[O-])cc1
4) CCc1nnc(NC(=O)C2=CCN(S(=O)(=O)c3ccccc3)CC2)s1
5) Cn1c(=O)c(=O)n(C)c2cc(S(=O)(=O)CCC(=O)N3CCOCC3)ccc21
6) O=C1OC(N2CCN(C(=O)C3CCCO3)CC2)c2ccccc21 (configuration not stated)
assay / entry	1	2	3	4	5	6
OX1R antag-1	26	2	59	11	18	-8
OX1R antag-2	-15	-1	-7	-23	-6	7

7) COc1ccc(N=Nc2c(C)[nH]c3ccccc23)cc1
8) COc1ccc(S(=O)(=O)N2CCCCC2)cc1C(=O)Nc1cc(C)on1
9) COc1ccc2cnn(-c3ccc(OC(F)(F)F)cc3)c(=O)c2c1OC
10) CCOC(=O)c1sc(C)c(C(=O)NCC(C)(C)CN(C)C)c1N
11) Cc1ccc(C2C(N)C(=O)N2c2ccc(C)cc2)cc1 (configuration not stated)
12) CCOc1cccc(CNCCSc2nnnn2C)c1
assay / entry	7	8	9	10	11	12
OX1R antag-1	5	20	14	10	2	2
OX1R antag-2	-26	4	-14	-16	-6	-14

13) Cc1ccc(NCc2nnc(SCC(=O)NNC(=O)Cc3ccccc3)n2C)cc1
14) CC(C)(C)c1ccc(C2(C)NC(=O)NC2=O)cc1 (configuration not stated)
15) CN1CCCC1CCNC1C2CC3CC(C2)CC1C3 (configuration not stated)
16) CCCCOC(=O)Nc1nnc(/C=C/c2ccc(OC)cc2)s1
17) CC(C)NC(=O)N(C)C[C@@H]1Oc2c(NC(=O)C3CCOCC3)cccc2C(=O)N([C@@H](C)CO)C[C@H]1C
18) CC1CCc2sc(-c3n[nH]c(=S)o3)cc2C1 (configuration not stated)
assay / entry	13	14	15	16	17	18
OX1R antag-1	6	-11	12	8	5	16
OX1R antag-2	-16	-11	1	-25	-4	-10

19) Cc1nnc(NC(=O)C2C3C=CC(O3)C2C(=O)O)s1 (configuration not stated)
20) CCCOc1ccccc1C1CC(=O)Nc2cc3c(cc21)OCCO3 (configuration not stated)
21) O=C(NCCc1ccccc1)C1CC(c2ccccc2O)=NO1 (configuration not stated)
22) Cc1cc(Nc2cccc(Cl)c2)nc(-c2ccccc2O)n1
23) CCCSc1ccc([C@H]2N[C@@](Cc3ccccc3)(C(=O)OC)[C@H]3C(=O)N(CC)C(=O)[C@@H]23)cc1
24) CC(C)c1ccc(NC2CCCN(C(=O)c3ccnc(Cl)c3)C2)cc1 (configuration not stated)
assay / entry	19	20	21	22	23	24
OX1R antag-1	1	17	12	12	22	11
OX1R antag-2	3	-1	-12	7	-25	-10

25) Cc1cc(=O)[nH]c(SCC(=O)Nc2ccc(S(=O)(=O)N3CCOCC3)cc2)n1
26) COc1ccc(C2CC(c3ccccc3)=NN2C(=O)COC(=O)c2nc3nc(C)cc(C)n3n2)cc1 (configuration not stated)
27) COc1ccc(C(=O)Nc2cc(C)ccc2NC(=O)COc2ccccc2)cc1
28) COc1ccc(OCc2nnc(SCC(=O)N3CCCC3)o2)cc1
29) CCOC(=O)Cc1csc(NC(=O)COc2c(C)cccc2C)n1
30) Clc1cccc(-c2ccc(-c3nc4ccccn4c3NCc3ccccc3)cc2)c1
assay / entry	25	26	27	28	29	30
OX1R antag-1	11	18	31	12	24	17
OX1R antag-2	-13	-22	-10	-26	-29	-2

Given with the structure last: part of the list above
entry	OX1R antag-1	OX1R antag-2	molecule
25	11	-13	Cc1cc(=O)[nH]c(SCC(=O)Nc2ccc(S(=O)(=O)N3CCOCC3)cc2)n1
26	18	-22	COc1ccc(C2CC(c3ccccc3)=NN2C(=O)COC(=O)c2nc3nc(C)cc(C)n3n2)cc1 (configuration not stated)
27	31	-10	COc1ccc(C(=O)Nc2cc(C)ccc2NC(=O)COc2ccccc2)cc1
28	12	-26	COc1ccc(OCc2nnc(SCC(=O)N3CCCC3)o2)cc1
29	24	-29	CCOC(=O)Cc1csc(NC(=O)COc2c(C)cccc2C)n1
30	17	-2	Clc1cccc(-c2ccc(-c3nc4ccccn4c3NCc3ccccc3)cc2)c1

Next part:
31) O=C(c1ccc2[nH]c(=O)c(=O)[nH]c2c1)N1CCN(Cc2ccccc2)CC1
32) N#Cc1ccc(-c2csc(NNC(=O)c3ccc(Br)cc3)n2)cc1
33) Cc1ncc(C[n+]2csc(C)c2C)c(N)n1
34) COc1cc(/C=N/n2cc(-c3ccccc3)[nH]c2=S)cc(OC)c1O
35) COc1ccccc1NC(=O)c1ccccc1SC
36) COc1cc(C)ccc1OCC(=O)OCC(=O)c1[nH]c(C)c(C(C)=O)c1C
assay / entry	31	32	33	34	35	36
OX1R antag-1	2	44	7	30	12	5
OX1R antag-2	3	0	-11	-8	-22	11

37) Clc1ccc(OCCn2ccnc2)c(Cl)c1
38) CCCOc1ccc(-c2csc(NC(=O)CN3C(=O)CCC3=O)n2)cc1
39) CC1=C(C#N)C(NC(=O)c2ccccc2Cl)(C(F)(F)F)C(=O)N1 (configuration not stated)
40) CC(C)c1ccc(NC(=S)N2CCCC(c3ccc(F)cc3)=N2)cc1
41) CCCN(C(=O)CSCC(=O)Nc1ccc(OC)cc1)c1c(N)n(Cc2ccccc2)c(=O)[nH]c1=O
42) CCCC(=O)Nc1nnc(SCC(=O)NCc2ccco2)s1
assay / entry	37	38	39	40	41	42
OX1R antag-1	11	4	21	13	17	14
OX1R antag-2	-21	-1	-14	-15	-2	-2

43) COc1ccccc1-c1cc(C(=O)N/N=C/c2ccoc2)c2ccccc2n1
44) CCOc1ccc2nc(NC(=O)c3cnccn3)sc2c1
45) Cc1ccc(-c2nn(C(C)(C)C)c3ncnc(N)c23)cc1
46) CN1CCC(OC(=O)c2ccccc2Cl)CC1
47) COc1ccc(CCNC(=S)NC(=O)/C=C/c2ccc(C)cc2)cc1OC
48) C#CCOCCOCCOCCNc1nc(N2CCN(C(=O)CCCCCCCCCCNC(=O)[C@@H](CCSC)n3cc(CCO)nn3)CC2)nc(N2CCN(C(=O)CCCCCCCCCCNC(=O)[C@H]([C@@H](C)CC)n3cc(CCCCCN)nn3)CC2)n1
assay / entry	43	44	45	46	47	48
OX1R antag-1	10	19	7	12	21	-5
OX1R antag-2	-19	-11	-17	-13	-16	11

49) CN(C)S(=O)(=O)c1ccc(NC(=O)CNc2cc(S(=O)(=O)N3CCCC3)ccc2OCC(F)(F)F)cc1
50) CCN(Cc1ccncc1)C(=O)c1cc(COc2ccc(F)cc2F)on1
51) COc1ccc(-c2csc(C3=C(O)CN(Cc4ccc(S(N)(=O)=O)cc4)C3=N)n2)cc1OC
52) COc1ccc(/C=C/C(=O)C2CC2)cc1COc1c(C)cccc1C
53) Cc1ccc(NC(=O)c2ccc(S(=O)(=O)N3CCOCC3)cc2)cc1
54) COc1ccc(C(=O)Nc2ccc(S(=O)(=O)N3CCCCC3)cc2)cc1OC
assay / entry	49	50	51	52	53	54
OX1R antag-1	10	17	5	5	8	8
OX1R antag-2	-2	-12	9	-43	-16	-14

55) CN1CCOc2cc(S(=O)(=O)Nc3ccc(F)cc3)ccc21
56) Cc1ccc(SCC(=O)Nc2ccccc2C(=O)N2CCOCC2)cc1
57) Cc1cc(C)c(C#N)c(Oc2ccc(O)cc2)n1
58) C=CCn1c(=NC(=O)c2cccs2)sc2cccc(OC)c21
59) O=C(NCC1CC1)C1CCCN(S(=O)(=O)c2ccc(-n3cnnn3)cc2)C1 (configuration not stated)
60) COc1ccc(C2NN=C(c3ccc(C)cc3)S2)cc1OC (configuration not stated)
assay / entry	55	56	57	58	59	60
OX1R antag-1	51	16	10	23	6	40
OX1R antag-2	0	-23	-2	-29	-23	-30

61) Cc1nnc(SC(C)C(=O)Nc2ccc(S(=O)(=O)NC3CCCCC3)cc2)s1 (configuration not stated)
62) Cc1ccc(-c2cn(S(=O)(=O)c3ccc(C)cc3)nc2N)cc1
63) O=c1[nH]c2cc(Cl)cc(Cl)c2[nH]c1=O
64) O=C(CCNC(=O)c1ccc(Br)cc1)NCc1cccnc1
65) CC(C)c1nnc(NC(=O)CCC(=O)NC2CCCc3ccccc32)s1 (configuration not stated)
66) O=C(c1ccc(Oc2cc(Cl)cc(Cl)c2)o1)N1CCCCC1
assay / entry	61	62	63	64	65	66
OX1R antag-1	0	15	4	6	8	6
OX1R antag-2	9	-3	11	-21	-35	-32

67) COc1ccc(NC(=O)CN(C)S(=O)(=O)c2ccc3c(c2)CCCN3C(C)=O)cc1
68) Cc1noc(C)c1COc1ccccc1C(=O)N(C)Cc1ccco1
69) CC(O)CNCCNCc1c(OCc2ccccc2)ccc2ccccc12 (configuration not stated)
70) C[C@@H]1CN(Cc2nc(Cc3ccccc3F)no2)C[C@H](C)O1
71) N#Cc1ccc(S(=O)(=O)NC2CC2)cc1
72) COc1ccc(-c2cc3nc(C)n(N)c(=O)c3s2)cc1
assay / entry	67	68	69	70	71	72
OX1R antag-1	10	4	6	15	5	14
OX1R antag-2	-22	-21	-10	-9	-3	-3

Part of the list above in order of heavy-atom count, smallest number first.
72) COc1ccc(-c2cc3nc(C)n(N)c(=O)c3s2)cc1
68) Cc1noc(C)c1COc1ccccc1C(=O)N(C)Cc1ccco1
67) COc1ccc(NC(=O)CN(C)S(=O)(=O)c2ccc3c(c2)CCCN3C(C)=O)cc1
assay / entry	72	68	67
OX1R antag-1	14	4	10
OX1R antag-2	-3	-21	-22

The listing picks up; the 2 compounds before the break are reprinted first.
71) N#Cc1ccc(S(=O)(=O)NC2CC2)cc1
72) COc1ccc(-c2cc3nc(C)n(N)c(=O)c3s2)cc1
73) CN(c1ccc(C(=O)NC2CCCCC2)cc1)S(=O)(=O)c1ccccc1
74) Cc1cccc2cc(CN(Cc3cccnc3)C(=S)NCCCN(C)C)c(=O)[nH]c12
75) Cc1cc(C)cc(C(=O)NCC(=O)NCCc2c[nH]c3ccccc23)c1
76) CCOC(=O)C1=C(C)n2c(s/c(=C/c3cccc([N+](=O)[O-])c3)c2=O)=NC1c1ccc(O)c(OC)c1 (configuration not stated)
77) COc1ccnc(Oc2ccccc2)c1-c1ncn[nH]1
78) Cc1ccc(S(=O)(=O)N2CCCC(C(=O)N3CCN(c4ccccc4)CC3)C2)cc1 (configuration not stated)
assay / entry	71	72	73	74	75	76	77	78
OX1R antag-1	5	14	21	-2	24	12	23	21
OX1R antag-2	-3	-3	-20	-19	-25	-18	-8	-26

79) Cc1cc(NS(=O)(=O)c2ccc(NC(=S)NC(=O)c3ccc(C(C)(C)C)cc3)cc2)no1
80) O=S(=O)(c1ccccc1)N1CCC(=NO)CC1
81) COc1cccc(/C=C/c2ccc3ccccc3n2)c1OC(C)=O
82) Cc1ccc(S(=O)(=O)N(CC2CO2)c2cccc([N+](=O)[O-])c2)cc1 (configuration not stated)
83) COc1c(S(=O)(=O)N2CCN(C(=O)c3ccco3)CC2)ccc(Cl)c1Cl
84) CC(C)CNC(=O)C1Nc2ccc(OC(F)(F)F)cc2C2C=CCC12 (configuration not stated)
assay / entry	79	80	81	82	83	84
OX1R antag-1	5	10	92*	11	-1	10
OX1R antag-2	3	4	12	6	-3	-12

Part of the list above, tab-delimited:
item	Molecule	OX1R antag-1	OX1R antag-2
80	O=S(=O)(c1ccccc1)N1CCC(=NO)CC1	10	4
81	COc1cccc(/C=C/c2ccc3ccccc3n2)c1OC(C)=O	92*	12
82	Cc1ccc(S(=O)(=O)N(CC2CO2)c2cccc([N+](=O)[O-])c2)cc1 (configuration not stated)	11	6
83	COc1c(S(=O)(=O)N2CCN(C(=O)c3ccco3)CC2)ccc(Cl)c1Cl	-1	-3
84	CC(C)CNC(=O)C1Nc2ccc(OC(F)(F)F)cc2C2C=CCC12 (configuration not stated)	10	-12

Next part:
85) Cc1ccc(S(=O)(=O)N2CCC(C(=O)N[C@@H](C)C(=O)NCCc3ccccc3)CC2)cc1
86) COc1ccccc1C1CCN(C(=O)C2CCCCC2)CC1
87) Cc1ccc2cc(CCNC(=O)C(=O)c3c(C)[nH]c4ccccc34)c(=O)[nH]c2c1
88) CCOC(=O)c1c(/N=C/C2C(=O)CC(C)(C)CC2=O)sc2c1CCCC2
89) CCCn1c(N2CCN(CC(=O)c3c(C)n(C)c4ccccc34)CC2)nc2c1c(=O)[nH]c(=O)n2C
90) CC1CCC(NC(=O)C(C)N2C(=O)C3CCCCC3C2=O)CC1 (configuration not stated)
91) CC12CCC(C(=O)Nc3cccc4ccccc34)(C1Br)C2(C)C (configuration not stated)
92) CC(C)NC(=O)C(=O)NCCc1ccc(Cl)cc1
93) C=CCc1c(C)nc(SC)nc1Nc1ccccc1
assay / entry	85	86	87	88	89	90	91	92	93
OX1R antag-1	1	18	25	9	17	6	25	-4	18
OX1R antag-2	-4	-21	-18	-15	-24	-19	-22	-9	-4
